# Mcl1 Bid PPI – disrupts binding of human Mcl-1 to Bid peptide; Q07820; TR-FRET Mcl-1/Bid-Dy647 peptide binding, 1536-well; inhibition, % at 21.7 µM; 220,000 compounds, 0.97% hits; AID 1021;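 active = compounds that cut the binding signal by more than half at the single screening dose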;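 note: His-tagged Mcl-1 with europium anti-His antibody binding Bid BH3 peptide; 0% = Mcl-1 plus peptide wells and 100% = peptide-only wells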
# Target sequence (Q07820 whole entry, looked up): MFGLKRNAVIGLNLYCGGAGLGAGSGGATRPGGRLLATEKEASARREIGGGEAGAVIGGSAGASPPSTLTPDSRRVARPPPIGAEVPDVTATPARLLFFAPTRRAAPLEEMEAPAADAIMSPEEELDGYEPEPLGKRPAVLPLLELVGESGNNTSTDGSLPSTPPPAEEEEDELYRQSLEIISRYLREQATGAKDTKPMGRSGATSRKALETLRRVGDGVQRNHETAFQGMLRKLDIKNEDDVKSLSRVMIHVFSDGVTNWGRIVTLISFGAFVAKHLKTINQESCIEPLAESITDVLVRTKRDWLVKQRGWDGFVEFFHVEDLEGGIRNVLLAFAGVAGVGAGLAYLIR
# Bim-Mcl-1 – human Bim-Mcl-1 interaction inhibition | Q07820 | Bead-based flow cytometry, Bim peptide-Mcl-1 binding | inhibition, % at 10 µM | 190,000 compounds, 0.1% hits | AID 1009;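 note: 0% = no compound tracer wells and 100% = peptide blocker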
# RGS7-Gao reg – human RGS7-Galphao interaction regulation. binding response (% of control), % at 10 µM. P09471. Multiplexed bead flow cytometry, RGS7-Galphao binding; actives lie on both sides. 220,000 compounds, 0.35% hits; in the data active = binding response below about 49% or above about 150%; inconclusive = no clear call, values can overlap the other calls; inactive = in between;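 note: fluorescent Galphao held in activated GDP-AlF4 state binding bead-coupled RGS7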
# Bim-Bfl-1 – human Bim-Bfl-1 interaction inhibition | AID 1008 | 190,000 compounds, 0.12% hits | Q16548 | inhibition, % at 10 µM | Bead-based flow cytometry, Bim-Bfl-1 binding inhibition;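 note: 0% = wells without compound plus tracer and 100% = blocker peptide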
# Bim-Bcl-B – disrupts Bim peptide binding to human Bcl-B; bead-based flow cytometry; inhibition, % at 10 µM; 190,000 compounds, 0.073% hits; AID 951;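 note: 0% = tracer peptide without compound and 100% = reference inhibitor peptide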
# Target sequence (Q9HD36 whole entry, looked up): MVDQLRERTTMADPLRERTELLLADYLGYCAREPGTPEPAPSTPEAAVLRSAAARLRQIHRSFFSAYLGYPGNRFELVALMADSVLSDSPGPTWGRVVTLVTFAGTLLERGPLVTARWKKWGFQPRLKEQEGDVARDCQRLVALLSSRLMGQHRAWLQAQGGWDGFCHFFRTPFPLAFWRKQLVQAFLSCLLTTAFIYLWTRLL
# RGS4-Gao reg – human RGS4-Galphao interaction regulation; P09471; Multiplexed bead flow cytometry, RGS4-Galphao binding; actives lie on both sides; binding response (% of control), % at 10 µM; 220,000 compounds, 0.33% hits; AID 1415; in the data active = binding response below about 49% or above about 150%; inactive = in between;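 note: fluorescent Galphao activated with aluminum fluoride binding bead-coupled RGS4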
# Bcl-2 Bim block – disrupts Bim peptide binding to human Bcl-2; inhibition, % at 10 µM; 190,000 compounds, 0.06% hits; P10415; Bead-based flow cytometry, Bim peptide-Bcl-2 binding; in the data active = inhibition above about 40%; inconclusive = no clear call, values can overlap the other calls;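 note: 0% = no compound wells with probe peptide and 100% = reference peptide inhibitor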
# Bim-Bcl-XL – disrupts Bim peptide binding to human Bcl-XL | Q07817 | bead flow cytometry, fluorescence | inhibition, % at 10 µM | 190,000 compounds, 0.04% hits | AID 1007
# Target sequence (Q07817 whole entry, looked up): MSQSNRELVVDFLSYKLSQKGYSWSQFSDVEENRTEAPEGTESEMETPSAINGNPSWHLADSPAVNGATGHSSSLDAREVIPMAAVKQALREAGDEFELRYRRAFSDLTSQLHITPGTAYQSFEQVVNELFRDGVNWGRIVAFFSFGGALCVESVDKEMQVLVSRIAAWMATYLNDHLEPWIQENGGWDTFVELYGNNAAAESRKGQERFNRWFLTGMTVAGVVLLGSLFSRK
# RGS8-Gao – modulates binding of RGS8 to human Galphao | multiplexed bead flow cytometry; actives lie on both sides | response (percent of control binding), % at 10 µM | 220,000 compounds, 0.34% hits | AID 1423; in the data active = response below about 60% or above about 140%; inactive = in between;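 note: Galphao activated as the GDP aluminium fluoride complex binding bead-coupled RGS8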
# Mcl1 Noxa PPI – disrupts binding of human Mcl-1 to Noxa peptide. Q07820. TR-FRET Mcl-1/Noxa peptide binding, 2 h. inhibition, % at 21.7 µM. 220,000 compounds, 1.5% hits. AID 1022;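 active = compounds that cut the protein-peptide binding signal by more than 50% relative to plate controls in a single-dose test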;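 note: His-tagged Mcl-1 with rhodamine Noxa BH3 peptide and terbium anti-His antibody; 0% = Mcl-1 plus Noxa peptide wells and 100% = peptide-only wells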
# Bcl-W Bim block – inhibitors of Bim-Bcl-W interaction, human | Q92843 | bead-based flow cytometry, Bim peptide-Bcl-W binding | inhibition, % at 10 µM | 190,000 compounds, 0.02% hits;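 note: 0% = bound tracer without compound and 100% = peptide blocker; higher means less fluorescent Bim peptide bound to Bcl-W beads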
# Target sequence (Q92843 whole entry, looked up): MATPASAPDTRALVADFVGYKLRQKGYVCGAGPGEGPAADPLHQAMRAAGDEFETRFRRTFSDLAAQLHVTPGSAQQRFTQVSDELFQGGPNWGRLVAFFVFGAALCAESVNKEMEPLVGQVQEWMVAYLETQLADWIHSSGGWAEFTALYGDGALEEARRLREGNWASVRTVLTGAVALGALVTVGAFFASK
# Starred values were filed as active, the others as inactive; u = inconclusive; x = not tested or not shown. Cut-off read from the data, not from the text of the source, unless noted: active = inhibition above about 40%.
SMILES,Mcl1 Bid PPI,Bim-Mcl-1,RGS7-Gao reg,Bim-Bfl-1,Bim-Bcl-B,RGS4-Gao reg,Bcl-2 Bim block,Bim-Bcl-XL,RGS8-Gao,Mcl1 Noxa PPI,Bcl-W Bim block
CC1(C(=O)NCCN2CCOCC2)C=CC2(CCCCC2)N1C(=O)c1ccccc1 (centres undefined),-8,-4,98,-3,-1,100,0,-4,103,-6,-3
Cc1ccccc1CSCC(Nc1ccc(C(=O)O)cc1[N+](=O)[O-])C(=O)O (centres undefined),17,-5,100,-11,-10,100,-6,-4,100,x,-4
C/C(=C\CCC1(C)C2CC3C(C2)C31C)C(=O)O (centres undefined),-43,x,u,x,x,93,x,x,91,-1,x
C1=CCC(CN2CCN(C3CCCCCC3)CC2)CC1 (centres undefined),19,-2,104,-2,-2,101,-1,0,105,25,-1
CC1CC(C)CN(Cc2nc(N)nc(Nc3ccc4ccccc4c3)n2)C1 (centres undefined),-2,0,92,-10,-7,95,-7,-5,99,-1,0
O=C(NC1CCCCC1)C1CCN(c2nccs2)CC1,-29,5,99,-13,-9,100,-11,-4,98,8,0
CCCCCCC(=O)N1C/C=C\C(c2ccc(OC)cc2)N(Cc2ccc(F)cc2)C(=O)[C@H]1Cc1ccccc1 (some centres undefined),-40,x,u,x,x,85,x,x,92,3,x
CCOCC(=O)Nc1nnc(Cc2ccc(OC)cc2)s1,1,0,102,0,-7,105,0,-4,104,1,-2
CCN1C(=O)N(c2cccc3ccccc23)C(C)=CC1(C)C,-35,-2,102,0,-3,99,-2,0,97,18,0
N#Cc1ccc(C(=O)Nc2ccc([N+](=O)[O-])cc2)c(F)c1,-22,6,102,-6,-1,99,-4,0,100,-5,6
Cc1ccc(C(c2nnnn2CCc2ccccc2)N2CCC(C)CC2)cc1 (centres undefined),23,-1,101,-6,-3,100,-25,-2,100,22,-4
CS(=O)(=O)N1CCc2cc(S(=O)(=O)Nc3ccc4oc5c(c4c3)CCCC5)ccc21,-10,-5,98,-18,-9,100,-10,-9,100,5,-1
O=C(CCc1ccc(S(=O)(=O)N2CCOCC2)cc1)N1CCN(Cc2ccc3c(c2)OCO3)CC1,-9,0,102,-11,-8,93,-5,-5,96,7,0
O=C(O)CNC(=O)c1nc(-c2ccccc2)n(-c2ccccc2)n1,2,-2,104,-5,-14,102,-15,-7,103,-6,-4
Cc1csc2ncc(C(=O)NC(C)c3ccccc3)c(=O)n12 (centres undefined),-10,-4,96,-11,-5,100,-9,-3,101,-1,0
Cc1nc2ccc(S(=O)(=O)N(C)CC(=O)N3CCc4ccccc4C3)cc2s1,-7,-1,103,-4,-2,97,-2,-2,95,12,0
COC(=O)/C(=C1/Oc2cc(C)oc(=O)c2S1)C(F)(F)F,-23,0,100,-10,-5,98,-2,-2,99,-4,3
CC(=O)c1c(C)n([O-])c2cc(C)ccc2[n+]1=O,17,3,102,-9,0,102,-2,-1,106,5,3
Cc1ccc(NC(=O)CSc2nnc(Cn3c(=O)sc4ccccc43)n2C)cc1,6,11,96,9,7,99,10,13,98,0,8
O=C(CNC(=O)c1ccc(Cl)cc1Cl)OCc1nc2ccccc2s1,-21,-3,98,-12,-14,97,-8,-8,97,-2,-9
OCCc1ccc(-c2ccc(Cl)cc2)o1,-36,-2,102,0,0,101,-4,-1,102,-12,-1
CCCOc1ccc(N2C(=O)CC(N3CCN(c4ccccc4OC)CC3)C2=O)cc1 (centres undefined),-25,-2,98,-14,-10,102,-9,-5,101,6,0
CCN(CC)CCn1c(=N)n(CCOc2ccccc2)c2ccccc21,-32,-1,99,-20,-5,100,-9,-5,100,-1,0
COc1ccc(Br)cc1/C=N/Nc1ccc(Cl)c(C(=O)O)c1,-29,3,u,-6,-5,102,-3,-2,103,25,0
Cc1ccc(NC(=S)NCCN2CCOCC2)cc1F,-60,-15,97,10,-46,103,-4,-13,106,16,-7
SMILES,Mcl1 Bid PPI,Bim-Mcl-1,RGS7-Gao reg,Bim-Bfl-1,Bim-Bcl-B,RGS4-Gao reg,Bcl-2 Bim block,Bim-Bcl-XL,RGS8-Gao,Mcl1 Noxa PPI,Bcl-W Bim block
CCOc1ccc(S(=O)(=O)NCCC2=CCCCC2)c2ccccc12,-8,-3,100,-1,0,102,0,0,102,2,-1
COc1ccc(-c2csc(Nc3ccc(S(=O)(=O)Nc4cc(OC)nc(OC)n4)cc3)n2)cc1,-15,-2,102,-9,-2,105,-6,-7,105,39,-3
CCOc1ncccc1C(=O)NCc1ccccc1,-19,-2,99,0,-3,102,2,-2,102,10,0
CCN(CC)S(=O)(=O)c1ccc(NC(=O)COC(=O)c2ccc(-n3nc(C)cc3C)cc2)cc1,-4,-1,98,-1,0,99,-3,-2,98,6,-2
CC(NS(=O)(=O)c1ccc(OCC(=O)N2CCOCC2)c(Cl)c1)c1ccccc1 (centres undefined),1,-1,103,-15,-9,106,-10,-10,103,12,-2
O=C1CN(C(=O)OCc2ccccc2)c2ccccc2N1,1,-2,100,-1,0,97,0,1,99,25,-1
COC(=O)c1c(NC(=O)c2ccco2)sc2c1C(C(=O)OC)CC2 (centres undefined),3,-3,105,0,-1,104,-4,-5,110,17,-3
c1ccc(-n2nnnc2SCc2cn3cccnc3n2)cc1,-16,0,96,-6,-1,98,-2,-1,98,6,0
c1ccc(-c2noc(C34CC5CC(CC(C5)C3)C4)n2)cc1,-12,1,98,-6,-4,104,2,-1,102,-7,-4
CCNc1ccc(S(N)(=O)=O)cc1[N+](=O)[O-],2,-5,106,-2,-5,105,-3,-7,102,51*,-2
CCOC(=O)c1c(C)[nH]c(C=C2C(=O)CCCC2=O)c1O,-39,0,92,-15,-11,96,-6,-9,99,3,-3
Cc1cccc(C)c1Nc1nnc(SCC(=O)Nc2ncc(C(F)(F)F)cc2Cl)s1,-17,-8,101,1,-22,102,0,-8,102,21,-1
O=C(Nc1ccc(C(=O)N2CCCCC2)cc1)c1ccc(Br)cc1,-11,0,103,-2,-4,101,0,-3,101,-5,-3
O=C(N/N=C/c1ccc[nH]1)c1ccc([N+](=O)[O-])cc1,-13,-10,105,0,-4,105,-6,-4,106,15,-4
COc1ccc(NC(=O)CC2SC(=N)N(c3ccccc3)C2=O)c(OC)c1 (centres undefined),-9,-1,4.1*,-8,-5,4.8*,-1,-3,8.2*,-2,-2
C/C=C/C=[N+](\[O-])C(C)/C(=N/O)c1ccc(F)cc1 (centres undefined),-25,0,106,-10,-8,102,-6,-1,103,-8,3
CCc1cccc2c(C#N)cn(CC(=O)NCCOC)c12,3,-2,100,-9,-2,100,-4,2,100,5,2
CCOc1cc(C(=O)Nc2ccccc2F)cc(Br)c1OCC,-9,12,98,10,12,96,5,17,108,4,11
Cc1ccc(O)c(C2=NOC(O)(C(F)(F)F)C2)c1 (centres undefined),-24,-1,94,7,4,95,0,5,88,12,4
CCCc1nc(-c2ccccc2O)n(-c2ccccc2)n1,-1,0,89,-8,-7,94,-5,-4,93,16,-4
Cc1cc(NC(=S)NC(=O)C2CC2)ccc1Br,-17,0,99,-7,-3,105,-6,-3,102,15,-3
CN(C)Cc1nc2c(c(=O)[nH]1)C(C)(C)Cc1ccccc1-2,6,2,98,-8,-9,100,-5,-2,99,15,0
Cc1ccc(NC(=O)C(C)c2cccc(C(=O)c3ccccc3)c2)cc1 (centres undefined),-32,-1,97,-10,-7,100,-6,8,101,2,-2
Cc1ccc(C)c2nc3sc(C(=O)O)cc3cc12,20,0,101,3,3,103,0,2,95,15,2
O=C(Cc1ccccc1)NNC(=S)NC(=O)c1cccnc1,-82,x,u,x,x,106,x,x,105,-63,x
Cc1ccc(C(=O)NCCSc2snnc2C)cc1,2,-3,100,-13,-10,105,-9,-3,98,-8,-3
Cc1[nH]nc2nc(SCC(=O)NCC3CCCO3)n(-c3ccc(Br)cc3)c(=N)c12 (centres undefined),-1,6,99,0,10,102,4,15,103,16,6
Cc1ccc(C(=O)Nc2nc3ccccc3n3nnnc23)cc1,8,0,97,-1,1,95,-3,-1,99,3,0
CS(=O)(=O)c1nc(-c2ccc(Br)cc2)n[nH]1,-1,0,104,2,1,101,0,-1,98,20,1
COC(=O)CC/C(=N/Nc1ccc(Cl)c(Cl)c1)C(=O)OC,-23,0,u,-4,-3,105,-2,-2,102,19,-1

# 14 compounds already listed, arranged by formula weight, ascending:
SMILES,Mcl1 Bid PPI,Bim-Mcl-1,RGS7-Gao reg,Bim-Bfl-1,Bim-Bcl-B,RGS4-Gao reg,Bcl-2 Bim block,Bim-Bcl-XL,RGS8-Gao,Mcl1 Noxa PPI,Bcl-W Bim block
C/C=C/C=[N+](\[O-])C(C)/C(=N/O)c1ccc(F)cc1 (centres undefined),-25,0,106,-10,-8,102,-6,-1,103,-8,3
CCOc1ncccc1C(=O)NCc1ccccc1,-19,-2,99,0,-3,102,2,-2,102,10,0
Cc1ccc(O)c(C2=NOC(O)(C(F)(F)F)C2)c1 (centres undefined),-24,-1,94,7,4,95,0,5,88,12,4
CN(C)Cc1nc2c(c(=O)[nH]1)C(C)(C)Cc1ccccc1-2,6,2,98,-8,-9,100,-5,-2,99,15,0
CCc1cccc2c(C#N)cn(CC(=O)NCCOC)c12,3,-2,100,-9,-2,100,-4,2,100,5,2
Cc1ccc(C(=O)NCCSc2snnc2C)cc1,2,-3,100,-13,-10,105,-9,-3,98,-8,-3
Cc1ccc(C(=O)Nc2nc3ccccc3n3nnnc23)cc1,8,0,97,-1,1,95,-3,-1,99,3,0
Cc1cc(NC(=S)NC(=O)C2CC2)ccc1Br,-17,0,99,-7,-3,105,-6,-3,102,15,-3
COC(=O)CC/C(=N/Nc1ccc(Cl)c(Cl)c1)C(=O)OC,-23,0,u,-4,-3,105,-2,-2,102,19,-1
CCOc1ccc(S(=O)(=O)NCCC2=CCCCC2)c2ccccc12,-8,-3,100,-1,0,102,0,0,102,2,-1
COc1ccc(NC(=O)CC2SC(=N)N(c3ccccc3)C2=O)c(OC)c1 (centres undefined),-9,-1,4.1*,-8,-5,4.8*,-1,-3,8.2*,-2,-2
CC(NS(=O)(=O)c1ccc(OCC(=O)N2CCOCC2)c(Cl)c1)c1ccccc1 (centres undefined),1,-1,103,-15,-9,106,-10,-10,103,12,-2
Cc1[nH]nc2nc(SCC(=O)NCC3CCCO3)n(-c3ccc(Br)cc3)c(=N)c12 (centres undefined),-1,6,99,0,10,102,4,15,103,16,6
CCN(CC)S(=O)(=O)c1ccc(NC(=O)COC(=O)c2ccc(-n3nc(C)cc3C)cc2)cc1,-4,-1,98,-1,0,99,-3,-2,98,6,-2

# Structures from the list above that have a thiophene ring, fused or not:
SMILES,Mcl1 Bid PPI,Bim-Mcl-1,RGS7-Gao reg,Bim-Bfl-1,Bim-Bcl-B,RGS4-Gao reg,Bcl-2 Bim block,Bim-Bcl-XL,RGS8-Gao,Mcl1 Noxa PPI,Bcl-W Bim block
COC(=O)c1c(NC(=O)c2ccco2)sc2c1C(C(=O)OC)CC2 (centres undefined),3,-3,105,0,-1,104,-4,-5,110,17,-3
Cc1ccc(C)c2nc3sc(C(=O)O)cc3cc12,20,0,101,3,3,103,0,2,95,15,2
